# KOR beta-arrestin-1 – KOR agonists, beta-arrestin recruitment, primary screen, cell-based, luminescence, uHTS (AID 1777) | KOR beta-arrestin recruitment, luminescence; higher % means a stronger effect | activation, % at 10 µM, or EC50 in µM where a hit was titrated | actives 0.02% (n = 280,000) | Kappa-type opioid receptor (Homo sapiens); in the data active = activation above about 50%, passing the limit was not always enough; also: a part of the inactive calls stands beside numbers as strong as those of hits
# NOD2 inhibition – NOD2 signaling inhibitors, cell-based, luminescence, uHTS, HEK293 (AID 1566). HEK293 NOD2/NF-kB luciferase reporter, luminescence; higher % means a stronger effect. inhibition, % at 4 µM; hits with a dose series show EC50 in µM. actives 0.63% (n = 290,000); also: many of its hits are not listed in these tables
# P. falciparum M17LAP – P. falciparum M17LAP inhibitors, primary screen, biochemical, fluorogenic H-Leu-NHMec substrate, 1536-well (AID 1619) | Leucine aminopeptidase (Plasmodium falciparum (isolate 3D7)) | recombinant M17LAP, H-Leu-NHMec fluorogenic kinetic assay; higher % means a stronger effect | inhibition, % at 30 µM; hits with a dose series show IC50 in µM | actives 0.38% (n = 220,000);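 active = compound inhibiting the enzyme by more than half at any dose during confirmatory dose-response retesting; inconclusive = strong single-dose inhibitors picked by rank but not retested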;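 also: plate controls were full reaction with DMSO carrier for no effect and no enzyme background for full effect; strong numbers were not always called active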
# KOR beta-arrestin-2 – KOR antagonists, beta-arrestin recruitment, cell-based, luminescence, uHTS (AID 1778) | Kappa-type opioid receptor (Homo sapiens) | KOR beta-arrestin recruitment, luminescence, antagonist mode; higher % means a stronger effect | actives 0.091% (n = 290,000) | inhibition, % at 10 µM, or IC50 in µM where a hit was titrated; also: strong numbers were not always called active
# NOD1 NF-kB reporter – NOD1 signaling inhibitors, primary screen, cell-based, luminescence, uHTS (AID 1578); NOD1-driven NF-kB luciferase reporter cells, luminescence; higher % means a stronger effect; inhibition, % at 4 µM; hits with a dose series show EC50 in µM; actives 1% (n = 290,000); in the data active = inhibition mostly above about 36%, no sharp cut-off; inactive = mostly below about 34%;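 also: HEK-293T reporter cells stimulated with the NOD1 agonist gamma-tri-DAP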
# Dynein cargo inh – inhibitors of GR-EGFP nuclear translocation, primary screen, dynein cargo transport inhibitor project, imaging, high-content, 3617.4 mouse cells; test concentration mostly 20 µM; stimulated with dexamethasone, 1 µM; stronger effect = lower value; z-score, hits read low; actives 0.47% (n = 220,000); AID 1381, 2008;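 active = plate z-score of nuclear minus cytoplasmic receptor signal below a set negative limit, without overly bright fluorescence or cell loss, cut at about -3.5 in these data, passing the limit was not always enough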;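 also: z-score of nuclear minus cytoplasmic ring GR-EGFP intensity difference per well; some compounds called inactive have numbers as strong as hits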
#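 medium = tetracycline-free induction medium containing charcoal-stripped FBS | probe or stimulus = dexamethasone, 1.0 µM final | timing = 48 h induction, then 1 h compound, then 30 min agonist, 37 °C | detection = automated 10x imaging of fixed Hoechst-stained cells | read-out basis = nuclear versus cytoplasmic GR-EGFP signal, averaged per well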
# P. falciparum M1AAP – P. falciparum M1AAP inhibitors, biochemical, fluorogenic H-Leu-NHMec substrate, 1536-well (AID 1445) | Aminopeptidase N (Plasmodium falciparum (isolate 3D7)) | recombinant M1AAP, H-Leu-NHMec fluorogenic kinetic assay; higher % means a stronger effect | inhibition, % at 30 µM, or IC50 in µM where a hit was titrated | actives 0.42% (n = 220,000);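 active = primary inhibition above the hit cutoff, then over 50% inhibition at one or more dose response concentrations, cut at about 23% in these data, passing the limit was not always enough; inconclusive = conflicting primary data, or primary hits not chosen for dose response; inactive = low primary inhibition, or under 50% at every dose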;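 also: plate controls were DMSO full reaction for no effect and no enzyme background for full effect; strong numbers were not always called active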
# GPR55 activation – GPR55 agonists via beta-arrestin recruitment, primary screen, imaging, U2OS cells, beta-arrestin-GFP redistribution (AID 1961). U2OS GPR55 beta-arrestin-GFP redistribution imaging; higher % means a stronger effect. actives 0.048% (n = 290,000). activation, % at 10 µM; hits with a dose series show EC50 in µM;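 active = activation above 40% with more than 50 cells counted in the well; inconclusive = wells holding fewer than 50 cells, flagged as toxic or sparse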;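 also: U2OS osteosarcoma cells stably expressing GPR55 and beta-arrestin-GFP; plate controls were DMSO negative control for no effect and LPI positive control for full effect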
# AID2073 – inhibitors of Mint1-CaV2.2 protein interaction, biochemical, HTRF (AID 2073); HTRF protein-protein interaction, Mint1-CaV2.2; higher % means a stronger effect; inhibition, % at 20 µM; hits with a dose series show IC50 in µM; Voltage-dependent N-type calcium channel subunit alpha-1B (Homo sapiens); actives 0.19% (n = 290,000); in the data active = inhibition mostly above about 51%, no sharp cut-off; inconclusive = no clear call, values can overlap the other calls; inactive = mostly below about 53%; also: some results filed as inactive read as strong as hits
# Dynein cargo inh cytoplasmic EGFP – further read-out of Dynein cargo inh, marked with its call; z-score; measured here: cytoplasmic GR-EGFP intensity; stronger effect = higher value
# Dynein cargo inh nuclear GR-EGFP – second read-out of Dynein cargo inh, no call of its own (marks repeat the call); z-score; measured here: nuclear GR-EGFP intensity;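 lower value marks the stronger effect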
# Dynein cargo inh cell count – recorded beside Dynein cargo inh, whose call it bears; z-score; measured here: cell count per field
# An asterisk follows results filed as active; i = inactive; ? = inconclusive; . = not tested or not shown; & = joins results of further samples; [ ] = another dose, or the depositor's remark. Rule as the data show it, unless noted: active = inhibition above about 50%; inactive = the rest.
# Results follow in this order: KOR beta-arrestin-1, NOD2 inhibition, P. falciparum M17LAP, KOR beta-arrestin-2, NOD1 NF-kB reporter, Dynein cargo inh, Dynein cargo inh cytoplasmic EGFP, Dynein cargo inh nuclear GR-EGFP, Dynein cargo inh cell count, P. falciparum M1AAP, GPR55 activation, AID2073
> O=C(COC(=O)c1ccccc1)Nc1ccc(Cl)cc1C(=O)c1ccccc1
 : 9.7%, -8%, -4%, -30%, 26%, 0.11, -0.26, 0.12, 0.31, -1%, 0.4%, 4%
> Cc1[nH]c2ccccc2c1C1=CCNCC1
 : 3.4%, 5%, 2%, -21%, -8%, 1, 0.0095, 1.2, -1.1, 1%, 0.3%, -3%
> COc1ccc(CN2CCN(c3ccccc3F)CC2)c(OC)c1
 : -4.4%, -8%, -5%, -14%, -12%, 0.33, -0.18, 0.51, 0.011, -2%, 0.2%, -12%
> Cc1ccccc1-n1c(/C=C/c2ccccn2)nc2ccccc2c1=O
 : 0.5%, 6%, -4%, 33%, 16%, -0.65, -0.21, 0.14, 0.14, 6%, 0.8%, 19%
> CCCCn1c(O)c(C(C)=Nc2cccc(C(=O)O)c2)c(=O)[nH]c1=O
 : 0.4%, 8%, 14%, 9%, -8%, -1.3, -0.17, -0.43, 0.32, -3%, -0.2%, -3%
> COc1ccc(Cl)cc1/C=C/c1ccc2cccc(O)c2n1
 : -3.3%, ., ., 42%, 5.5µM*, ., ., ., ., ., -0.1%, 37%
> Cc1cc(/C=C2\C(=O)NC(=O)N(C)C2=O)c(C)n1-c1ccc2c(c1)OCO2
 : 0.0%, -1%, 10%, -19%, -6%, 0.0025, -0.41, 0.48, 0.11, 2%, -0.2%, 0%
> c1ccc2c(CCNCc3ccc4c(c3)OCO4)c[nH]c2c1
 : -2.1%, 17%, 6%, -11%, -8%, 0.093, -0.23, 0.1, 1.4, 10%, 0.7%, 3%
> COc1cc(C(=O)Nc2sc3c(c2C(=O)O)CCC(C)C3)cc(OC)c1OC (stereo unspecified)
 : -0.1%, 2.2µM*, ., -45%, 4.2µM*, ., ., ., ., ., 0.0%, 30%
> CCc1cccc2c(C#N)cn(CC(=O)N3CCOCC3)c12
 : -0.8%, 11%, -2%, 14%, ., -0.5, -0.26, 0.062, 1.3, 10%, -0.3%, -2%
> CCOc1ccc(N=Cc2c(O)n(Cc3ccccc3)c(=S)[nH]c2=O)cc1
 : 5.7%, 8%, -5%, -10%, -17%, -0.32, -0.28, -0.18, 0.41, -1%, -0.2%, 16%
> COc1cc2c(cc1OC)C(C1c3cc4c(cc3CCN1C)OCO4)OC2=O (stereo unspecified)
 : 7.6%, -3%, ., -32%, -18%, ., ., ., ., ., -0.1%, 8%
> CC(C)C/C(=N/O)c1cn(C)c2ccccc12
 : -5.1%, -2%, -1%, -22%, -10%, -0.66, -0.3, -0.28, 0.54, 9%, 0.1%, -3%
> C/C(=N\N1CCCCCC1)c1c(O)n(C)c(=O)n(C)c1=O
 : -1.7%, 7%, -3%, 20%, -5%, 0.51, -0.24, 0.71, -0.62, 3%, 0.0%, 2%
> COc1ccc(N=Cc2c(O)n(Cc3cccs3)c(=O)[nH]c2=O)cc1
 : -5.4%, 24%, -1%, -6%, -28%, i, ., ., -5.1, 3%, 0.2%, 13%
> CN(C)CC1CSCCC1(O)c1ccccc1 (stereo unspecified)
 : -4.0%, 6%, -1%, 15%, -5%, -0.29, -0.27, 0.02, -0.13, 1%, 0.4%, 4%
> Cc1ccc(NP(=O)(Nc2ccc(C)cc2)Oc2ccccc2)cc1
 : -5.0%, 2%, -4%, 22%, -2%, -0.17, -0.37, 0.17, 0.64, 1%, 0.6%, ?
> CN(Cc1ccccc1)Cc1ccccc1OC(=O)N(C)C
 : -11%, 10%, -1%, -25%, 2%, -0.84, -0.3, -0.61, 1, 12%, -0.2%, -4%
> Cc1ccc(-c2nc3ccccc3c(=O)n2-n2cccc2)cc1
 : -2.8%, 19%, -4%, 7%, 18%, 3.5, 0.0016, 1.6, -2.3, 4%, -0.1%, -6%
> Oc1ccc(C2NCc3ccccc3-n3cccc32)cc1Cl (stereo unspecified)
 : 0.9%&-0.4%, -6%&3%, -2%&0%, -33%&-23%, -15%&-45%, -0.25&1.7, -0.08&-0.096, 0.076&1.3, -0.74&-1.3, 4%&13%, 0.3%&1.3%, -4%&-4%
> COc1ccc(OC)c(N2Cc3ccccc3C2=N)c1
 : -0.1%, -11%, 2%, -21%, -32%, 1, -0.17, 0.74, -0.36, 5%, 0.1%, -5%
> CN(C)[C@@H]1C(=O)C(C(N)=O)=C(O)[C@@]2(O)C(=O)C3=C(O)c4c(O)ccc(Cl)c4[C@@](C)(O)[C@H]3C[C@@H]12
 : 3.1%, 2%, ., 5%[20 µM], -17%, ., ., ., ., ., -0.2%, 6%
> CCN1C[C@]2(COC(=O)c3ccccc3N)CC[C@H](OC)C34[C@@H]5C[C@H]6[C@H](OC)[C@@H]5[C@](O)(C[C@@H]6OC)[C@@](O)([C@H]13)[C@@H](OC)[C@@H]42
 : -2.7%, 9%, ., -7%, -8%, ., ., ., ., ., -0.1%, 10%
> CCOCCN1CCN(c2nnc3n2-c2ccc(Cl)cc2C(c2ccccc2Cl)=NC3)CC1
 : -0.1%, 19%, 4%, -2%, -11%, 0.4, -0.12, 0.55, 0.25, 1%, -0.2%, 0%
> O=Cc1cn(Cc2ccc(Br)cc2)c2ccccc12
 : -2.5%, 11%, ., -4%, -5%, ., ., ., ., ., 0.0%, 10%
> CCOc1cc2c(cc1OCC)-n1cccc1C(c1cc(OC)ccc1F)NC2 (stereo unspecified)
 : 4.4%, 16%, ., 10%, -7%, ., ., ., ., ., 0.0%, -10%
> C/C(CCc1c[nH]c2ccccc12)=N\O
 : -0.4%, -15%, 8%, -31%, 5%, 1.7, -0.15, 0.92, -1.4, 6%, 0.2%, -5%
> CN1C(=O)C(Cc2ccsc2)C(=O)N(C)C1=O
 : -2.2%, -1%, -1%, 12%, -5%, -0.68, -0.18, -0.11, 0.43, 0%, -0.2%, 1%
> COc1cccc(Oc2c(C)oc3cc(OC(=O)N(C)C)ccc3c2=O)c1
 : -2.2%, 0%, 2%, -46%, 11%, 0.68, -0.29, 0.61, 0.51, 2%, -0.2%, 2%
> COc1ccccc1-n1c(O)c(C=NCCCn2ccnc2)c(=O)[nH]c1=O
 : 3.7%, 15%, -4%, 16%, -2%, -0.82, -0.16, -0.16, -0.072, 4%, -0.2%, -3%

# Next section (4 carried over from the part before).
# Results follow in this order: KOR beta-arrestin-1, NOD2 inhibition, P. falciparum M17LAP, KOR beta-arrestin-2, NOD1 NF-kB reporter, Dynein cargo inh, Dynein cargo inh cytoplasmic EGFP, Dynein cargo inh nuclear GR-EGFP, Dynein cargo inh cell count, P. falciparum M1AAP, GPR55 activation, AID2073
> C/C(CCc1c[nH]c2ccccc12)=N\O
 : -0.4%, -15%, 8%, -31%, 5%, 1.7, -0.15, 0.92, -1.4, 6%, 0.2%, -5%
> CN1C(=O)C(Cc2ccsc2)C(=O)N(C)C1=O
 : -2.2%, -1%, -1%, 12%, -5%, -0.68, -0.18, -0.11, 0.43, 0%, -0.2%, 1%
> COc1cccc(Oc2c(C)oc3cc(OC(=O)N(C)C)ccc3c2=O)c1
 : -2.2%, 0%, 2%, -46%, 11%, 0.68, -0.29, 0.61, 0.51, 2%, -0.2%, 2%
> COc1ccccc1-n1c(O)c(C=NCCCn2ccnc2)c(=O)[nH]c1=O
 : 3.7%, 15%, -4%, 16%, -2%, -0.82, -0.16, -0.16, -0.072, 4%, -0.2%, -3%
> CC(C)Oc1cccc(NC(=O)c2cccn(Cc3ccc4c(c3)OC(F)(F)O4)c2=O)c1
 : -2.4%, -10%, -2%, -46%, -22%, ., ., ., ., 2%, 0.3%, 8%
> C=C1N2CCC(CC2)C1(O)c1ccc(C)c(C)c1 (stereo unspecified)
 : -2.0%, -15%, 2%, -29%, -38%, 1.3, -0.22, 0.5, -0.11, 2%, 0.1%, 15%
> CC(C)[C@H](NC(=O)N1C[C@H]2C[C@@H](C1)c1cccc(=O)n1C2)C(=O)Nc1ccccc1F
 : 4.9%, -7%, ., -1%[20 µM], -2%, ., ., ., ., ., 0.2%, -6%
> CN1C(=O)C(=Cc2ccc(N3CCCCC3)o2)C(=O)N(C)C1=S
 : 7.9%, -57%, 6%, -24%, 4%, -0.76, 0.21, 0.34, 0.31, 8%, -0.1%, -17%
> Fc1ccc(F)c(CNc2ncnc3cc(Cl)ccc23)c1
 : -1.6%, ., ., -19%, 9.8µM*, ., ., ., ., ., 0.0%, 5%
> C=C(C)c1cccc(C(C)(C)NC(=O)NC2CN3CCC2CC3)c1 (stereo unspecified)
 : 3.8%, -2%, 4%, 29%, 14%, 0.08, -0.22, 0.34, -0.12, -1%, 0.6%, 4%
> COC(=O)C1C2c3ccccc3OC1(C)N=c1s/c(=C/c3cnn(C)c3C)c(=O)n12 (stereo unspecified)
 : -0.7%, -96%, 7%, 38%, 0%, 0.53, -0.19, 0.28, 0.7, 16%, 0.5%, 1%
> Cc1ccc(S(=O)(=O)N(C)C)cc1NC(=O)C(C)[N+]12CCN(CC1)CC2 (stereo unspecified)
 : -2.2%, -1%, 0%, 19%, -21%, 0.11, -0.29, 0.33, 0.73, 2%, 0.0%, 8%
> C[C@]12CC(=O)CC1CCC1C2CC[C@@]2(C)C1CC[C@@H]2O (stereo partly specified)
 : 0.6%, -11%, ., -32%, -7%, ., ., ., ., ., -0.2%, 14%
> O=C(Cc1ccccc1)OCCNC(=O)c1cccnc1
 : 2.3%, 15%, 5%, -9%, 13%, -0.38, -0.013, -0.25, 0.0063, 0%, 0.1%, -5%
> Cc1cc(N2CCOCC2)nc2ccc(NC(=O)CCC(=O)N3CCC4(CC3)OCCO4)cc12
 : -1.3%, -17%, -10%, 0%, -63%, -0.49, -0.11, -0.24, 0.3, 11%, 0.0%, 12%

# Assay outcomes as filed in PubChem BioAssay.

# The list is partial; the hit share may differ from the screen's.
